Screening results deposited in PubChem BioAssay by several laboratories.
dFosB act – activators of delta FosB homodimer, primary screen, biochemical, fluorescence polarization, TAMRA-CDK5 oligo, single point; Protein FosB (Mus musculus), P13346; purified delta FosB; percent of positive-control signal above neutral wells; activation, % at 25 µM; 340,000 tested, 0.99% active;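 active = mean activation above about 17%, with every replicate also reaching it, limit read from the data, passing the limit was not always enough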;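 note: fluorescence polarization rise as delta FosB binds a TAMRA Cdk5 AP-1 oligo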
Target sequence (P13346 whole entry, looked up): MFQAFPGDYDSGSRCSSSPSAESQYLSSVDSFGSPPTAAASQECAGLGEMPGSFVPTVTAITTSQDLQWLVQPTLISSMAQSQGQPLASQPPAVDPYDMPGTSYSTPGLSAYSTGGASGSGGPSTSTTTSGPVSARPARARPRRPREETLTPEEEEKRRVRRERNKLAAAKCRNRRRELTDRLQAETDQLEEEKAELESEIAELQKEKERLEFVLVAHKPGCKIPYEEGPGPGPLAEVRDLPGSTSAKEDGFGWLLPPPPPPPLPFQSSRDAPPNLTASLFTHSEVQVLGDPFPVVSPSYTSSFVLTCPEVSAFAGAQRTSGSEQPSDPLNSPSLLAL
CAL PDZ FP-1 – untagged CAL PDZ binding inhibitors, primary screen, biochemical, fluorescence polarization, HTS. Golgi-associated PDZ and coiled-coil motif-containing protein (Homo sapiens), Q9HD26. purified CAL PDZ, TMR-peptide fluorescence polarization, 1 h. inhibition, % at 24.9 µM. 300,000 tested, 0.92% active. AID 602252, 2012;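 active = mean inhibition of at least 30% with at least half of replicates also reaching 30%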;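 note: 0% = DMSO neutral control and 100% = excess unlabeled competitor peptide PRC23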
CAL PDZ FP-2 – CAL PDZ peptide-binding inhibitors, primary screen, biochemical, fluorescence polarization, Cer-tagged CAL PDZ, HTS. Golgi-associated PDZ and coiled-coil motif-containing protein (Homo sapiens), Q9HD26. purified CAL PDZ, TMR-peptide fluorescence polarization, 1 h. inhibition, % at 20 µM. 330,000 tested, 0.02% active. AID 504414, 2011;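 active = highest replicate inhibition of at least 40%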;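 note: plate controls were DMSO neutral control wells for no effect and unlabeled competitor peptide control wells for full effect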
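Material: tagged CAL PDZ domain; buffer or medium: 25 mM sodium phosphate pH 7.4, 150 mM NaCl, TCEP, IgG, Thesit; compound dosing: single point, 20 µM; schedule: 1 h incubation at room temperature before polarization reading; measured by: FP readout, S and P plane fluorescence; read-out basis: percent inhibition from loss of millipolarization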
Rtt109 HAT inh – inhibitors of C. albicans Rtt109/Vps75 HAT, primary screen, biochemical, ThioGlo CoA-SH fluorescence, plate reader. Histone acetyltransferase RTT109 (Candida albicans (strain SC5314 / ATCC MYA-2876)), …. purified Rtt109/Vps75, 4 h. inhibition, % at 34.9 µM. 330,000 tested, 0.16% active;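 active = inhibition of at least 50% in every replicate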
RTF Ca sens act – cardiac RTF calcium sensitivity activators, primary screen, biochemical, IANBD-TnC fluorescence, EC20 calcium. Troponin I, cardiac muscle (Homo sapiens) + Troponin T, cardiac muscle (Homo sapiens) + …. IANBD-labeled TnC RTF fluorescence at EC20 calcium; 0% EC20 calcium, 100% full calcium. activation, % at 7.2 µM. 340,000 tested, 0.24% active;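 active = activation above the mean over all tested compounds plus 3 SD, cut at about 30% in these data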;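 note: rise in fluorescence read as greater calcium sensitivity of cardiac thin filaments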
Wnt bcat act – Wnt/beta-catenin pathway activators, primary screen, cell-based, plate reader, single point; Wnt/beta-catenin reporter cell assay, activator; activation, % at 9.35 µM; 300,000 tested, 1.2% active; in the data active = activation above about 30%, passing the limit was not always enough;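 note: 0% = neutral control wells and 100% = positive control wells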
CDK5 inh – inhibitors of human CDK5/p35 kinase, primary screen, biochemical, single concentration. Cyclin-dependent kinase 5 (Homo sapiens) + Cyclin-dependent kinase 5 activator 1 (Homo …. AID 488839, 2010. inhibition, % at 10 µM. Recombinant CDK5/p35, ADP-Glo luminescence, 60 min. 330,000 tested, 0.01% active;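 active = highest replicate inhibition of at least 50% and at least 75% of replicates reaching 50%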;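 note: plate controls were DMSO neutral control for no effect and GW8510 at 10 µM for full effect; many of its hits are not listed in these tables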
Target sequence (Q00535 whole entry, looked up): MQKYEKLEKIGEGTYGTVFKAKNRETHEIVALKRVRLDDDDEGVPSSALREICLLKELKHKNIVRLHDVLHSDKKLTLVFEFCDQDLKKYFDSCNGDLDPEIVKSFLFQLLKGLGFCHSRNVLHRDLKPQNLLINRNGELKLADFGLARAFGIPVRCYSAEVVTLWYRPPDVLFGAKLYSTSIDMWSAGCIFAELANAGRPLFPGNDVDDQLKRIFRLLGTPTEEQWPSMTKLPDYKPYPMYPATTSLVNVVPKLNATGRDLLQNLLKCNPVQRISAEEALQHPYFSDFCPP
Target sequence (Q15078 whole entry, looked up): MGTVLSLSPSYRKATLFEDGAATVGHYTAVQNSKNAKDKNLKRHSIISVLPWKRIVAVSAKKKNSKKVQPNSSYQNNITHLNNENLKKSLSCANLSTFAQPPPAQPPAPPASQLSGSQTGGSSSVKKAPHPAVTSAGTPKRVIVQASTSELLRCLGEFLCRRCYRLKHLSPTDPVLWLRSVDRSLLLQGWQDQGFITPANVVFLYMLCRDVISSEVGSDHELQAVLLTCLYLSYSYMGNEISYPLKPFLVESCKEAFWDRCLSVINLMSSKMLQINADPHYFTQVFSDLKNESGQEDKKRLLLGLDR
Tat export inh – E. coli Tat export inhibitors, primary screen, MC4100, TorA-mCherry reporter, fluorescence, single point; AID 488895, 2010; 340,000 tested, 0.036% active; inhibition, % at 10 µM;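 active = mean replicate inhibition at least 50% and at least half of replicates individually reaching 50%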;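 note: exported cargo escapes ClpAP degradation while cytoplasmic cargo is degraded and loses fluorescence; 0% = median of neutral control wells and 100% = median of NaSCN control wells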
MITF act – activators of MITF-driven TRPM1 promoter reporter, primary screen, cell-based, SK-MEL-5, luciferase, single point | SK-MEL-5 TRPM1-promoter luciferase, 24 h; % of positive control, neutral wells = 0 | activation, % at 12.5 µM | 300,000 tested, 0.75% active | AID 588334, 2011;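 active = mean activation of at least 80% with every replicate also reaching 80%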;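 note: 0% = neutral control wells and 100% = parthenolide positive control wells; values of inactives mirror those of a sister screen read the other way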
V-ATPase pHluor – regulators of yeast V-ATPase proton pumping, primary screen, pHLuorin cytosolic pH fluorescence | S. cerevisiae | response, % at 10 µM | 350,000 tested, 0.37% active; in the data active = response mostly above about 7.3%, no sharp cut-off; inactive = mostly below about 5.4%; note: actives read high; inactives centre near 0; some compounds called inactive have numbers as strong as hits; reference of the scale not given here
Starred values were filed as active, the others as inactive; · = no result given.

SMILES	dFosB act	CAL PDZ FP-1	CAL PDZ FP-2	Rtt109 HAT inh	RTF Ca sens act	Wnt bcat act	CDK5 inh	Tat export inh	MITF act	V-ATPase pHluor
CCOC(=O)N1CCC(n2c(SCC(=O)Nc3nccs3)nc3ccsc3c2=O)CC1	3	·	-1.0	-9	-2	·	-2.0	-7	-10	-2
Cn1c(CN2CCOCC2)c(C#N)c2ccccc21	4	1	-0.1	1	0	·	-0.9	5	6	4
CCCCCCn1cnc2c(oc3nc4c(cc32)CCCC4)c1=O	-31	8	0.6	3	0	17	-0.7	-9	73	-3
O=C(CSc1cn(CCNC(=O)c2cccs2)c2ccccc12)NC1CCCC1	0	-2	-1.0	-15	0	-5	-0.2	-5	9	2
Cc1ccccc1CSc1nnc(C)c(=O)n1N	2	4	-0.2	-8	-5	1	-0.3	-10	3	0
CC1C=CCC2C(=O)N(c3ccc(Cl)cc3O)C(=O)C12 (stereo unspecified)	-3	0	-3.5	1	2	·	1.0	4	11	0
CC(=O)c1cc(CN2CCN(Cc3ccccc3)C(CCO)C2)cs1 (stereo unspecified)	-2	-2	-0.1	7	-4	-2	0.8	-7	-15	-2
COc1ccc(OC)c(-c2csc(NC(=O)C3=COCCO3)n2)c1	-2	-1	-3.0	2	-6	-1	2.0	1	6	-2
COc1ccc(CC(=O)O/N=C(\N)c2ccncc2)cc1	-3	5	-0.5	-7	2	1	-0.3	-2	13	2
Cc1nnc(N2C(=O)c3cccc4c([N+](=O)[O-])ccc(c34)C2=O)s1	-2	9	-22	6	12	-2	-6.0	10	-10	-27
Cn1nccc1C(=O)Nn1cnnc1	-1	4	-0.5	-6	-1	·	1.3	2	-6	0
CCN(CC(=O)Nc1ccc(OC)cc1)C(=O)c1ccc(N2C(=O)CCC2=O)cc1	-3	·	-0.2	2	-2	0	0.6	2	8	5
COc1ccccc1C(=O)N/C(N)=N/c1nc2ccccc2o1	5	2	-2.7	-5	-1	0	1.9	-4	27	0
CSc1nc2nc3c(c(=O)n2[nH]1)CCCC3	-4	-2	-1.6	1	3	·	1.4	-5	-7	2
COc1ccc(S(=O)(=O)N2CCCOC2CNC(=O)C(=O)NCCCN2CCOCC2)cc1C (stereo unspecified)	-13	-3	1.4	-3	-4	-2	1.3	-5	-8	1
CCOc1ccc(C(CC(=O)O)NC(=O)c2sc3ccccc3c2Cl)cc1 (stereo unspecified)	0	4	-0.2	-1	1	-2	-2.0	-1	25	-6
CCOc1ccc(NC(=O)Cn2ncc3ccccc32)cc1	6	1	-0.2	-11	6	18	1.6	-9	73	2
Cc1ccc(S(=O)(=O)NCCC(=O)N2CCCCCCC2)cc1C	-7	-1	-2.7	1	2	-1	-0.3	-13	-10	-2
CCN1CCN(S(=O)(=O)c2ccc(Cl)c(C(=O)NC3CC3)c2)CC1	1	0	0.1	6	1	6	-0.8	-6	0	-4
Cc1ccc(S(=O)(=O)NCC(c2ccc3c(c2)OCO3)N2CCOCC2)cc1 (stereo unspecified)	-4	-5	-2.1	-4	-5	0	0.3	-4	-11	3
CCN(CC)C(=O)c1ccc(COc2ccccc2Cl)cc1	-7	-3	-1.5	4	0	3	0.4	19	50	-4
Cc1cccc(N(CC(O)CON=C2c3ccccc3-c3ccccc32)S(C)(=O)=O)c1 (stereo unspecified)	-17	-3	-3.6	4	-6	·	-0.2	11	0	2
O=C1O[C@H](CO)[C@@H](O)[C@H](O)[C@H]1O	-7	-5	1.6	-2	-5	-2	·	0	-10	-4
COc1ccccc1CNC(=O)[C@@H]1CCCN1C(=O)C1CCN(S(=O)(=O)c2ccc(C)cc2)CC1	-6	0	-1.3	4	0	·	-2.6	4	·	2
CCN(CC)S(=O)(=O)c1cccc(C(=O)OCC(=O)NCc2ccccc2OC)c1	-9	-5	-2.5	-16	-6	·	0.7	2	-8	6
NC(=O)COc1ccc2c3c(c(=O)oc2c1)CCCCC3	-15	·	-2.5	0	0	0	-0.3	-4	-13	3
COc1ccc(Cl)cc1S(=O)(=O)N1CCC(C(=O)NC2CCCC2)CC1	-5	-2	-2.7	8	4	0	0.7	17	2	0
CC(=O)N1CCN(C(=O)c2ccc(S(=O)(=O)Nc3cccc(C(F)(F)F)c3)cc2)CC1	-15	-4	-2.9	2	9	-2	-7.3	-4	10	5
Cc1ccccc1OC(C)C(=O)Nc1ccc(S(=O)(=O)Nc2nccs2)cc1 (stereo unspecified)	-5	0	-2.0	-5	5	-2	-1.6	-1	4	6
COc1ccccc1C(=O)N(C1=NC(C)CS1)c1ccc(Cl)cc1 (stereo unspecified)	-5	3	-0.7	8	-5	-1	-1.9	4	-2	3
NC(=O)COC(=O)c1ccc(C(=O)C(=O)c2ccccc2)cc1	0	2	-0.7	4	·	-1	0.6	-3	-2	-2
O=S(=O)(NC1=NCCCCC1)c1ccccc1Cl	5	9	0.0	6	-6	-1	-0.1	-8	5	-3
Cc1ccc(C(C(=O)NC2CCCC2)N(C(=O)CNC(=O)c2ccco2)c2ccccc2)o1 (stereo unspecified)	-11	-3	-2.3	0	-2	1	-1.2	1	0	3
Brc1ccc(CNc2nc3ccccc3n2CCN2CCCCC2)cc1	0	-4	1.6	2	1	-4	-2.8	-3	-3	1
Cc1ccccc1N1C(=O)C2C3CC(=O)C(c4ccccc43)C2C1=O (stereo unspecified)	0	-1	0.6	-7	-4	·	-0.6	1	-1	-3
COc1ccc(CNS(=O)(=O)c2cc(-c3cc(C)no3)ccc2C(C)C)cc1	-5	-5	-2.6	1	-2	-5	·	4	-28	6
Cc1nn(C(C)C(=O)Nc2ccc(Cl)cn2)c(C)c1[N+](=O)[O-] (stereo unspecified)	-8	-3	-2.2	12	-3	·	0.7	-6	10	-3
O=C(C1CC1)N1CCc2cc(Br)cc(S(=O)(=O)NCc3ccccn3)c21	-3	-5	-0.1	9	-1	-4	-1.4	-9	·	3
Cc1ccccc1CN(C)CC(=O)NC(C)CCc1ccccc1 (stereo unspecified)	-4	-6	-0.6	-6	-1	-1	-1.1	1	5	-3
Cn1c(N2CCCCC2)cc(=O)n(C)c1=O	2	0	-2.6	-5	-1	-5	-1.5	-4	-7	-1
CCOC(=O)C1CCN(c2ncnc3c2c(-c2ccccc2)cn3-c2ccc(C)cc2)CC1	-5	0	-0.1	-2	-5	-3	-1.0	-6	-3	0
CCOC(=O)C1=C(C)Nc2ncnn2C1c1ccc2c(c1)OCO2 (stereo unspecified)	5	-1	-2.2	·	2	-2	0.6	5	-2	3
Cc1ccc(C(=O)NCC(=O)N2CCCN(S(=O)(=O)c3ccc(C)cc3)CC2)cc1	-6	-2	0.6	-4	-1	2	0.5	12	7	4
CC(=O)c1c(N2CCN(Cc3ccc4c(c3)OCO4)CC2)nc(=S)n(-c2ccccc2)c1C	1	1	-0.9	12	-2	-2	0.3	3	-5	2
COc1ccc(Nc2cccccc2=O)cc1	-1	-3	26	-1	1	19	-1.9	2	·	-1
COc1cc(/C=N/NC(=O)c2ccc(N3CCCC3=O)cc2)ccc1O	-5	·	-0.3	-3	-6	7	-1.3	-3	3	0
O=C(O)/C(=C/c1ccc(Cl)c([N+](=O)[O-])c1)c1ccc(S(=O)(=O)N2CCCCC2)s1	-12	-2	-0.3	-3	5	-4	-1.1	8	9	3
CC(C)(O)CC[C@@H](O)[C@](C)(O)C1CC[C@@]2(O)C3=CC(=O)[C@@H]4C[C@@H](O)[C@@H](O)C[C@]4(C)C3CC[C@]12C (stereo partly specified)	5	-3	-0.5	-8	5	3	0.1	-5	0	4
Clc1cccc(CN2CCCCCC2)c1Cl	-3	9	-0.8	5	-3	0	-0.8	-2	·	4
Oc1ccccc1/C=N/N1CCCCC1	-1	-2	·	3	-2	5	-1.2	1	38	-4
CCn1c(=O)c2c(nc(SCC(=O)NCC3CCCO3)n2C)n(C)c1=O (stereo unspecified)	7	1	-0.6	-2	0	-3	0.9	5	-5	-2
CCOC(=O)Cn1c(N)c(C(=O)OC)sc1=S	-3	-1	0.7	-27	9	-2	-0.1	-8	3	2
CSc1[nH]c(=O)c(C(=O)O)cc1C#N	-4	-6	0.2	-5	-3	·	0.0	-8	-4	2
O=C1COc2ccc(C(=O)c3ccccc3C(=O)O)cc2N1	-5	2	0.2	-4	0	0	1.0	-9	17	3
CC(=O)N/C(=C\c1ccccc1)C(=O)OCc1cccc(S(=O)(=O)N(C)C)c1	-10	1	0.6	-8	0	-2	-0.6	7	5	0
N/C(=N\OC(=O)c1ccc(Cl)cc1Cl)c1ccc(Cl)cc1	0	-3	-1.8	-2	6	·	0.5	-9	-4	4
O=C(CSc1ncn[nH]1)N1N=C2/C(=C/c3ccccc3)CCCC2C1c1ccccc1 (stereo unspecified)	-16	-2	-3.9	40	1	·	-2.0	5	-22	2
O=C(O)COc1ccc(NC(=O)c2ccco2)cc1	0	-2	-1.6	4	14	·	-1.8	-3	-4	3
NC(=O)C1CCN(C2CC(=O)N(Cc3ccc(N4CCCC4=O)cc3)C2=O)CC1 (stereo unspecified)	-4	-5	·	12	5	-4	1.2	1	·	0
COC(=O)c1cc(C(=O)c2cccc(Cl)c2Cl)cn1C	-6	-3	-2.6	0	2	0	-0.7	6	·	-2
CC1CCC(NS(=O)(=O)c2ccc(Cl)nc2)CC1 (stereo unspecified)	-3	-4	1.8	8	9	-7	0.6	-16	33	-5
CSc1nc2ccccc2n1CC(=O)N1CCCCC1	1	0	-1.3	-5	-2	1	0.3	2	5	1
COc1ccccc1N(CC(O)Cn1c2ccccc2c2ccccc21)S(=O)(=O)c1ccccc1 (stereo unspecified)	-9	-3	-1.6	3	-6	-1	1.4	5	-14	-2
